Screens deposited in PubChem by several laboratories.
CHT inh: inhibitors of human choline transporter CHT; B-score at 10 µM; 310,000 tested, 0.86% active; CHT-expressing cells, membrane potential dye, choline response; active compounds read low;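 active = B-score over 3 SD under the library average, and starting fluorescence ratio not unusually high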;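 also: choline stimulus applied at its EC90 after an EC20 pre-addition; B-score computed on integrated fluorescence ratio after choline addition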
Target sequence (Q9GZV3 whole entry, looked up): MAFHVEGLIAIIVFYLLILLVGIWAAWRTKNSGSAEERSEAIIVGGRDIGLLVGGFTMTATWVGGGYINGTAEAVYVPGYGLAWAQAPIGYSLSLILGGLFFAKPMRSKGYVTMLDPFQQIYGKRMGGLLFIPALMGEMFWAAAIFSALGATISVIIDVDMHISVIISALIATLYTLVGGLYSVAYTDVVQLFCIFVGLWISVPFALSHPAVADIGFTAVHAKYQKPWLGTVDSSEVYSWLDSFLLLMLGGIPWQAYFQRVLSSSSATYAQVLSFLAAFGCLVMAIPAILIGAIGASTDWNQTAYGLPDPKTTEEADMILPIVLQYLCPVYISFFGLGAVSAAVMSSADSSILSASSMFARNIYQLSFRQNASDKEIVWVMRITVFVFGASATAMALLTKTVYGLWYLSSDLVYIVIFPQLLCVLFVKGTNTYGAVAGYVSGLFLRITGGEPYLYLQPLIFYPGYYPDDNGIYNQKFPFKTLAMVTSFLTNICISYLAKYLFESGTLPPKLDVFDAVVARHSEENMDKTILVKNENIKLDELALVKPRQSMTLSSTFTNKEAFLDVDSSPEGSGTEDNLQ
CHT allo act: CHT positive allosteric modulators, primary screen, cell-based, membrane potential dye, choline EC20; High affinity choline transporter 1 (Homo sapiens), Q9GZV3; CHT-expressing cells; active compounds read high; LV-AA mutant CHT in HEK293 cells; B-score at 10 µM; 310,000 tested, 0.49% active;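 active = initial fluorescence not abnormally high and integrated response B-score, plate-corrected, over 3 SD above library mean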
STK33 kinase inh: inhibitors of purified STK33 kinase, primary screen, biochemical, ADP-Glo luminescence, homogeneous, cell-free | AID 2661, 2010 | inhibition, % at 10 µM | MBP phosphorylation | 320,000 tested, 0.073% active;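 active = inhibition at or above 25%, using the most active replicate where run in duplicate; inactive = inhibition below 25%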
Target sequence (Q9BYT3 whole entry, looked up): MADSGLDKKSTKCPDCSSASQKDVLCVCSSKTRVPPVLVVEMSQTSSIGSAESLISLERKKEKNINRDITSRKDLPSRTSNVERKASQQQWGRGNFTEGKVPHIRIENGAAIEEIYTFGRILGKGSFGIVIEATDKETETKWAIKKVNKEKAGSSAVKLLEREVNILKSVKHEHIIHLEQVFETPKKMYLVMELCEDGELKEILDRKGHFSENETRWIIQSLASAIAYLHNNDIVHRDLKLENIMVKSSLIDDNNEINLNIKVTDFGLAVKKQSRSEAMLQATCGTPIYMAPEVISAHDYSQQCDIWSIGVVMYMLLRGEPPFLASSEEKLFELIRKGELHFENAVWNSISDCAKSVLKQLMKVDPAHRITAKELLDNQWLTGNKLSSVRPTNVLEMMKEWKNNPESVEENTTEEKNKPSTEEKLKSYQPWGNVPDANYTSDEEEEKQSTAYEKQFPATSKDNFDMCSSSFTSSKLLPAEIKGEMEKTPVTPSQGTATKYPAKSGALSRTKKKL
The depositor's hits bear a star; i = inactive; . = not tested or not shown.

Order of results: CHT inh | CHT allo act | STK33 kinase inh
> CC1CCc2c(sc(NC(=O)COC(=O)c3ccc(NC(=O)CC#N)cc3)c2C#N)C1 (stereo not given)
→ i | i | .
> O=C(c1ccccc1)N1CCN(CC(O)COc2cccc3ccccc23)CC1 (stereo not given)
→ i | i | -0.8
> COc1ccc(NC2CCCN(C(=O)c3cccc(N4CCNC4=O)c3)C2)cc1 (stereo not given)
→ i | i | 0.2
> CCC(=O)c1cn(CCOc2ccccc2OC)c2ccccc12
→ i | i | -1.8
> O=S(=O)(NCc1csc(-c2cccs2)n1)c1cccs1
→ i | i | 0.1
> CCC(C)n1c(-c2cc(OC)c(OC)c(OC)c2)nc2nc3ccccc3nc21 (stereo not given)
→ i | i | 0.5
> CCOC(=O)CCNC(=O)N1CCCC(C(=O)c2cccc(OC(C)C)c2)C1 (stereo not given)
→ i | i | -0.1
> O=C(CSc1cccc2cccnc12)Nc1cc(C(=O)O)cc(C(=O)O)c1
→ i | i | -4.7
> Cc1ccsc1C(=O)Nc1ccc(O)c(-c2nc3ccccc3s2)c1
→ i | i | -0.1
> CCCC(=O)NC(=S)Nc1ccc(C(C)=O)cc1
→ i | i | -0.9
> Cc1ccc(/C=N/Nc2ccccn2)s1
→ i | i | 0.8
> S=C(NCCc1ccccc1)Nc1ccc(Br)cn1
→ i | i | -0.3
> O=C(CCS(=O)(=O)c1cccs1)NC1CCCCCC1
→ i | i | -1.2
> O=C(O)/C(=N/NC(=O)c1ccc(Cl)cc1)c1ccccc1
→ i | i | -0.6
> Cc1ccc(NC(=O)CS(=O)CC(=O)NCCCc2ccccc2)cc1Cl (stereo not given)
→ i | i | -0.9
> Clc1ccc(-c2nnc(NC3=NCCCCC3)o2)cc1
→ i | i | -0.9
> CCNC(=O)Nc1cc(OC)c(OC)cc1C(=O)O
→ i | i | 0.4
> OCCC1CN(Cc2cn[nH]c2C2CCCCC2)CCN1Cc1ccccc1 (stereo not given)
→ i | i | -1.0
> CCOCCCNC(=S)N1CCC(C(=O)c2ccc3c(c2)OCCO3)CC1
→ i | i | -0.4
> CC(/C=C/c1ccco1)=N\NC(=O)c1cccc(Cl)c1
→ i | i | 3.3
> ONC(=Nc1ccccc1)c1ccccc1Cl
→ i | i | -2.6
> O=C(CCC(=O)c1cccs1)Nc1nnc(C2CC2)s1
→ i | i | -0.8
> Cc1cccc2sc(N3CCN(C(=O)c4cccs4)CC3)nc12
→ i | i | -1.0
> CCCOc1c(Br)cc(C(N)=O)cc1OCC
→ i | i | 0.0
> COc1ccc(N(CC(=O)N2CCC(Cc3ccccc3)CC2)S(C)(=O)=O)cc1
→ i | i | -0.5
> O=Cc1ccc(O)cc1O
→ i | i | 0.7
> COc1ccccc1C(=O)NC(=S)Nc1ccc(NC(=O)c2cccs2)cc1
→ i | i | -1.2
> CCCn1c(NC(=O)CSCC(=O)Nc2cc(C)on2)nc2ccccc21
→ i | i | -0.9
> Cc1ccc(OCCSc2nnc(C)c(=O)n2N)cc1
→ i | i | -0.3
> COc1cc2nc(C3CCC3)nc(N3CCN(c4ccccn4)CC3)c2cc1OC
→ i | i | 0.2
> COc1ccc(-c2cc3nc4n(c(=O)c3s2)CCC4)cc1
→ i | i | 1.5
> N#Cc1c(-c2ccc(Cl)cc2)ccn2nc(CCC(=O)O)nc12
→ i | i | -1.0
> CC(C)(C)C(=O)NC1(C(F)(F)F)NC(=O)N(Cc2ccccc2)C1=O (stereo not given)
→ i | i | 2.1
> O=C(CCC(=O)OCC(F)(F)C(F)F)Nc1ccccc1F
→ i | i | -2.7
> COc1cccc(OC)c1C(=O)Nc1nnc(-c2cccs2)s1
→ i | i | -0.8
> COc1cccc(N(Cc2nnc3n2CCCCC3)C(=O)Nc2ccccc2)c1
→ i | i | -0.1
> O=C(Cn1c(=O)cnc2ccccc21)N1CCN(S(=O)(=O)c2ccc(F)cc2)CC1
→ i | i | -1.1
> C(=N\c1nc2ccccc2n1CCN1CCCCC1)/c1cccs1
→ i | i | 2.2
> CN(C)c1ccc(C=Nc2cnn(C)c2C(N)=O)cc1
→ i | i | -0.5
> O=C(NCc1ccccc1)C(=O)Nc1nc(-c2ccccc2)cs1
→ i | i | -0.8
> Cc1ccc(NS(=O)(=O)c2c(C)ccc3nsnc23)c([N+](=O)[O-])c1
→ i | i | -0.3
> Cc1ccc(C)c(NC(=O)CCC(=O)N/N=C/c2cccnc2)c1
→ i | i | -0.6
> CCN(CC)S(=O)(=O)c1ccc(Oc2ccccc2)cc1
→ i | i | .
> COc1ccc(Cl)c(OC)c1C(=O)NC(=O)Nc1c(F)cc(F)cc1F
→ i | i | -1.1
> COc1ccc(OC)c(C2C(C(=O)c3ccccc3)=C(C)Nc3nc4ccccc4n32)c1 (stereo not given)
→ i | i | -0.4

Profiles, looked up by structure. Values in the order: CHT inh, CHT allo act, STK33 kinase inh
Record of COc1ccc(-c2cc3nc4n(c(=O)c3s2)CCC4)cc1 → i, i, 1.5
Record of COc1ccc(Cl)c(OC)c1C(=O)NC(=O)Nc1c(F)cc(F)cc1F → i, i, -1.1

Next structures
Order of results: CHT inh | CHT allo act | STK33 kinase inh
> CCOC(=O)C1CCN(c2nc(-c3ccc(Br)cc3)nc3ccccc23)CC1
→ i | i | 1.5
> Cn1c(SCC(=O)NCCc2ccc(S(N)(=O)=O)cc2)nc2ccccc2c1=O
→ i | i | -1.3
> CC(C)C(=O)Nc1ccc(C(=O)N2CCCCCC2)cc1
→ i | i | -1.8
> Cn1c(SCC(=O)Nc2ccccc2Br)nnc1-c1cnccn1
→ i | i | 0.0
> O=C(Cc1ccccc1)NCC(=O)N1CCCCC1
→ i | i | -0.1
> O=C(Cc1ccccc1)NC(=S)Nc1ccc2oc(-c3ccccc3)nc2c1
→ i | i | -1.1
> COc1ccc(O)c(C(=O)c2cnc3nc4ccccc4n3c2)c1
→ i | i | 0.0
> CN(C)c1nc2ccc(OCCN3CCCCC3)cc2s1
→ i | i | -1.1
> CC(=O)Nc1cccc(/C(C)=N/NC(=O)c2ccc(Cl)cc2Cl)c1
→ i | i | -0.3
> CC(C)(C)c1ccc(COC(=O)Nc2ccc(F)cc2)cc1
→ i | i | -0.9
> CCOC(=O)CNC(=O)N1CCCC(C(=O)c2ccccc2SC)C1 (stereo not given)
→ i | i | -0.3
> CCC(CC)c1nnc(NC(=O)C2CC(=O)N(c3ccc4c(c3)OCCO4)C2)s1 (stereo not given)
→ i | i | .
> COC(=O)c1cccc(C(=O)Nc2ccc(C)cc2Br)n1
→ i | i | 6.9
> CCn1c(C(O)c2cc(OC)c(OC)c(OC)c2)nc2ccccc21 (stereo not given)
→ i | i | -0.5
> Cc1cc(C)n2ncc(C(=O)Nc3cccc(O)c3)c2n1
→ i | i | -0.7

Reprinted from the part before: four compounds, followed by the next part.
| canonical_smiles | CHT inh | CHT allo act | STK33 kinase inh |
| --- | --- | --- | --- |
| CCC(CC)c1nnc(NC(=O)C2CC(=O)N(c3ccc4c(c3)OCCO4)C2)s1 (stereo not given) | i | i | . |
| COC(=O)c1cccc(C(=O)Nc2ccc(C)cc2Br)n1 | i | i | 6.9 |
| CCn1c(C(O)c2cc(OC)c(OC)c(OC)c2)nc2ccccc21 (stereo not given) | i | i | -0.5 |
| Cc1cc(C)n2ncc(C(=O)Nc3cccc(O)c3)c2n1 | i | i | -0.7 |
| CCOC(=O)C1CCCN(C(=O)COC(=O)c2ccc(C#N)cc2)C1 (stereo not given) | i | i | -2.8 |
| CCOC(=O)C(C)Oc1ccc(OCc2ccccc2)cc1 (stereo not given) | i | i | -0.2 |
| Cc1ccc2c([N+](=O)[O-])c(C)ccc2n1 | i | i | -2.3 |
| CC(=O)Nc1ccc(Oc2ccc(NC(C)=O)c(NC(C)=O)c2)cc1 | i | i | -1.0 |
| COc1ccc(NC(=O)c2oc3ccccc3c2NC(=O)C2CCCO2)cc1OC (stereo not given) | i | i | 1.3 |
| C/C(=N\N=C(N)N)c1ccc(C)c(C)c1 | i | i | -0.1 |
| Cc1c(NC(=O)CN2CCN(c3ccc([N+](=O)[O-])cc3)CC2)c(=O)n(-c2ccccc2)n1C | i | i | -0.9 |
| CN1C(=O)C(/C(N)=N/NC(=O)c2ccccc2)C2CC1(C)Oc1ccccc12 (stereo not given) | i | i | -0.9 |
| CN1CCN(CCCNC(=O)Nc2cccc3ccccc23)CC1 | i | i | 0.1 |
| Cc1ccc(S(=O)(=O)N2CCCCC2)cc1C(=O)OC1CCCCC1=O (stereo not given) | i | i | -1.1 |
| CCOC(=O)C1C(=O)NC(c2ccccc2)=NC1c1ccccc1 (stereo not given) | i | i | -2.0 |
| O=C(NCC1(c2ccccc2)CCCC1)c1ccco1 | i | i | 0.7 |
| CCO[C@H]1OC(C(=O)NCc2ccccc2)=C[C@@H](c2coc3ccccc3c2=O)[C@@H]1CCCO | i | i | -0.5 |
| CC1CN(c2ccc([N+](=O)[O-])c(NCCOc3ccccc3)c2)CCN1 (stereo not given) | i | i | -0.3 |
| COc1ccc(NC(=O)c2ccc[n+]([O-])c2)cc1 | i | i | -1.0 |
| Cc1ccc(OCC(=O)Nc2ccccc2-c2ccccc2NC(=O)COc2ccc(C)cc2)cc1 | i | i | -1.1 |
| CCn1c(SCC(=O)Nc2ccc(N3CCOCC3)cc2)nnc1-c1ccncc1 | i | i | -0.5 |
| O=C1NC(=S)N(C(=O)c2ccc(F)cc2)/C1=C/c1cccnc1 | i | i | 0.5 |
| Cn1c(N)c(C(=O)COC(=O)C(Cc2ccccc2)NC(=O)c2ccccc2)c(=O)n(C)c1=O (stereo not given) | i | i | -1.6 |
| CCCC(=O)Nc1c(-c2ccccc2Cl)c(=O)c2ccccc2n1C | i | i | 0.2 |

The last four compounds of the section above lead into the next:
| canonical_smiles | CHT inh | CHT allo act | STK33 kinase inh |
| --- | --- | --- | --- |
| CCn1c(SCC(=O)Nc2ccc(N3CCOCC3)cc2)nnc1-c1ccncc1 | i | i | -0.5 |
| O=C1NC(=S)N(C(=O)c2ccc(F)cc2)/C1=C/c1cccnc1 | i | i | 0.5 |
| Cn1c(N)c(C(=O)COC(=O)C(Cc2ccccc2)NC(=O)c2ccccc2)c(=O)n(C)c1=O (stereo not given) | i | i | -1.6 |
| CCCC(=O)Nc1c(-c2ccccc2Cl)c(=O)c2ccccc2n1C | i | i | 0.2 |
| Cc1ccc(OC(=O)CCC(=O)Nc2ccc(C)c(C)c2)cc1 | i | i | -0.4 |
| C/C(=N\NC(=O)c1c(-c2ccccc2Cl)noc1C)c1cccc(NC(=O)C(C)C)c1 | i | i | -0.7 |
| COc1ccc(/C=N/Nc2nc3ccccc3[nH]2)cc1OC | i | i | 16 |
| O=C(COc1ccccc1Cl)NCCNC(=O)c1ccco1 | i | i | 0.6 |
| COC(=O)NNC(=O)/C=C/c1ccccc1 | i | i | 2.2 |
| CCOC(=O)c1cc(CC)sc1NC(=O)COC | i | i | -0.5 |
| N#CC1=C(N)N2C(=C(C#N)C1c1cccc(Br)c1)Nc1ccccc12 (stereo not given) | i | i | -1.4 |
| O=C(NCCCc1ccccc1)c1cc([N+](=O)[O-])ccc1Cl | i | i | -1.9 |
| CCc1[nH]nc2c1C(c1cccnc1)C(C#N)=C(N)O2 (stereo not given) | i | i | -0.2 |
| NC(=O)/C=C/C(=O)Nc1ccc(Cl)cc1 | i | i | -1.3 |
| COc1cccc(NC(=O)c2ccc(NCCCN3CCC(C)CC3)c([N+](=O)[O-])c2)c1 | i | i | 2.0 |
| Cc1cc(C)nc(/N=C(\N)Nc2ccc(S(=O)(=O)Nc3nc(C)cc(C)n3)cc2)n1 | i | 8.7* | -1.0 |
| Cc1occc1-c1nnc(SCC(=O)N2CCOCC2)n1Cc1ccco1 | i | i | -1.8 |
| Cc1ccc(S(=O)(=O)Cc2ccc(C(=O)N3CCN(Cc4ccccc4)CC3)o2)cc1 | i | i | 1.1 |
| COc1cc(C)ccc1OCc1cc(C(=O)NC(C)Cn2cncn2)no1 (stereo not given) | i | i | 0.7 |
| Cc1ccc(C(=O)N/C(=C\c2cccc([N+](=O)[O-])c2)C(=O)OCN2C(=O)c3ccccc3C2=O)cc1 | i | i | -1.8 |
| COC(=O)C(C)N=Cc1ccccc1 (stereo not given) | i | i | -1.9 |
| Cc1ccccc1OCCC(=O)N1CCN(S(=O)(=O)c2ccccc2F)CC1 | i | i | -1.1 |
| COc1ccc(C)cc1NC(=O)CN1CCN(c2ccccn2)CC1 | i | i | -0.5 |
| CC1=NNC(=O)C1CC(=O)N/N=C/C=C/c1ccccc1 (stereo not given) | i | i | -0.3 |
| COc1ccc(NS(=O)(=O)c2cccc(C(=O)O)c2)cc1 | i | i | -1.7 |
| CCOc1ccc(NC(=O)CSc2n[nH]c(=O)n2-c2ccccc2)cc1 | i | i | 5.7 |
| COc1ccc(NC(C)=O)cc1NC(=O)CN1CCN(CC(=O)Nc2ccc(Cl)cc2)CC1 | i | i | -0.5 |
| CCOc1ccc(N2C(=O)CC(N(Cc3ccco3)C(=O)CC)C2=O)cc1 (stereo not given) | i | i | -0.6 |
| COCCSc1nnc(NS(=O)(=O)c2ccc(C)cc2)s1 | i | i | 0.1 |
| Cc1cccc(Nc2ccccc2C(=O)OCC(=O)N2CCOCC2)c1C | i | i | 1.4 |
| CCOC(=O)c1sc(=NC(=O)c2ccc(OC)c(OC)c2)n(C)c1C | i | i | -0.4 |
| COC(=O)c1ccc2c(c1)nc(C)n2CCO | i | i | 0.1 |
| C=CCOc1c(CNc2ccc(C(=O)O)cc2)cccc1OC | i | i | 0.2 |
| CCc1ccc(N(C(=O)c2csnn2)C(C(=O)NC(C)(C)C)c2ccccn2)cc1 (stereo not given) | i | i | -0.8 |
| O=c1cc(CO)occ1OCc1cccc(C(F)(F)F)c1 | i | i | 1.6 |
| CCOc1ccccc1NC1=NC2CS(=O)(=O)CC2S1 (stereo not given) | i | i | 0.6 |
| COc1ccc(CNC(=O)CN(C)Cc2ccc(C(C)(C)C)cc2)cc1 | i | i | -2.9 |
